Screening results from PubChem.
JMJD2C inh: human JMJD2C demethylase inhibition; GST-JMJD2C(1-420) H3K9me3 demethylation, DELFIA europium; inhibition, % at 2.35 µM; actives 0.069% (n = 330,000); AID 2099;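 active = more than half of a compound's replicate wells show inhibition beyond 50%, single wells judged on their own value; inconclusive = some, but no more than half, of replicates pass 50% inhibition; inactive = no replicate passes 50% inhibition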;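 also: signal counts dimethyl H3K9 product captured on neutravidin plate; 0% = median of DMSO wells and 100% = 0.3 times that DMSO median; strong numbers were not always called active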
Target sequence (Q9H3R0 1-420 limits assumed): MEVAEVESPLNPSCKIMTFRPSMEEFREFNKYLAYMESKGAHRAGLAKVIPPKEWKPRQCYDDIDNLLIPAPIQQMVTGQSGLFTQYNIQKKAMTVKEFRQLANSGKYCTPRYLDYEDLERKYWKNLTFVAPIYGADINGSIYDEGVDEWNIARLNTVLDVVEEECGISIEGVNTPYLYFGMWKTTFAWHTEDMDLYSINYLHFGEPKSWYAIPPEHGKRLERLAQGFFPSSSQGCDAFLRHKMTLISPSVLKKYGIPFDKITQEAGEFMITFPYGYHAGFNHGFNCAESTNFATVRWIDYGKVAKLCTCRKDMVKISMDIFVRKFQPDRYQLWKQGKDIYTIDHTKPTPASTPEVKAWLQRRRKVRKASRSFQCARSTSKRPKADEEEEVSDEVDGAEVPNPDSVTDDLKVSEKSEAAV
core dimer inh: HCV core protein dimerization inhibition. TR-FRET GST/Flag-core106 dimerization, 1536-well. inhibition, % at 5 µM. actives 0.33% (n = 300,000);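 active = inhibition above the mean of all tested compounds plus 3 SD, set per screening campaign, cut at about 45% in these data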
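Assay system: GST-tagged and Flag-tagged HCV core protein residues 1-106 / Times: compound-protein-antibody incubation 4 h at 22.5 °C / Signal: time-resolved FRET, ex 340 nm, em 617 and 671 nm / Evaluation: % inhibition based on acceptor/donor emission ratio / Benchmarks: wells lacking GST-core106 and wells with excess unlabelled core106 / Repeats: singlicate, one well per compound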
TPT1 inhibitor: blocks Candida albicans tRNA 2'-phosphotransferase; actives 0.81% (n = 300,000); AID 1962; recombinant caTPT1, FP RNA substrate dephosphorylation; inhibition, % at 5 µM;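 active = inhibition above the mean of all tested compounds plus 3 SD, set per screening campaign, cut at about 24% in these data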;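 also: plate controls were DMSO alone for no effect and ferristatin control at 100 nM for full effect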
CTSL1 counter: cathepsin L1 inhibition, PFM18AAP counter-screen. recombinant F. hepatica cathepsin L1, Z-Leu-Arg-MCA fluorescence. inhibition, % at 5.96 µM. actives 0.49% (n = 300,000). AID 1906;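 active = inhibition above the mean of all tested compounds plus 3 SD, set per screening campaign, cut at about 17% in these data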;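 also: 0% = plate median of test compound wells and 100% = 1 µM Z-Phe-Ala-diazomethylketone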
CR mimetic SO: lowers age-related superoxide in aged yeast cells; S. cerevisiae aged cells, superoxide DHE fluorescence; hits give low values; superoxide response (% of plate mean), % at 10 µM; actives 0.18% (n = 330,000);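 active = superoxide response under a set limit, about three screen SD below normal, cut at about 65% in these data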;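 also: yeast aged for seven days with compound at 30 °C before DHE staining; 100% = average MFI of all compound-treated wells on the plate with controls excluded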
PP1 counter: PP1-alpha (human) inhibition in PP5 counter-screen | P62136 | purified PP1alpha, OMFP fluorescence | inhibition, % at 6.7 µM | actives 0.9% (n = 320,000);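 active = inhibition above the mean inhibition of all tested compounds plus 3 SD, computed separately for each screening campaign, cut at about 15% in these data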
PP5 primary: blocks human protein phosphatase 5 activity. purified PP5c, OMFP substrate fluorescence. inhibition, % at 6.7 µM. actives 0.18% (n = 320,000). AID 1987;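 active = inhibition above the campaign's mean inhibition across all tested compounds plus 3 SD, cut at about 9.5% in these data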;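 also: 0% = DMSO only and 100% = 100 µM cantharidin control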
Target sequence (P53041 whole entry, looked up): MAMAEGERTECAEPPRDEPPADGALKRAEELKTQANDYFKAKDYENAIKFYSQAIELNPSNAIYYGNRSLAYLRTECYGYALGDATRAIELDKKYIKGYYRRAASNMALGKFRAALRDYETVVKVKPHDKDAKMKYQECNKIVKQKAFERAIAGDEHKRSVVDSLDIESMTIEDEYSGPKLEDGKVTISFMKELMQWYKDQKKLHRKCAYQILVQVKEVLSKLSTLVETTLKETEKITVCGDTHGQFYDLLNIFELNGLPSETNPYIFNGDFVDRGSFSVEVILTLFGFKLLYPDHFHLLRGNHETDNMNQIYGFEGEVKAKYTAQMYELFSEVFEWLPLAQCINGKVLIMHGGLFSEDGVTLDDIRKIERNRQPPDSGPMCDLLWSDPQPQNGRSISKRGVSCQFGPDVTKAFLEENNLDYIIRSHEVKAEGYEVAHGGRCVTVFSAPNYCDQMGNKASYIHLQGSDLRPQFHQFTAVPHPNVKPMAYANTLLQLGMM
ZTA counter: ZTA (EBV) inhibition in EBNA-1 counter-screen | P03206 | ZTA-DNA binding, fluorescence polarization | inhibition, % at 11 µM | actives 0.15% (n = 320,000); in the data active = inhibition above about 33%
EBNA-1 inhibitor: blocks EBNA-1 binding to DNA. EBNA-1 DNA binding, fluorescence polarization. inhibition, % at 14.8 µM. actives 0.34% (n = 300,000). AID 1950; in the data active = inhibition above about 28%
An asterisk follows results filed as active; i = inactive; u = inconclusive; x = no result given; & = joins results of further samples. Compounds were not picked by outcome; about 3.1% have a hit in one of these screens.

SMILES	JMJD2C inh	core dimer inh	TPT1 inhibitor	CTSL1 counter	CR mimetic SO	PP1 counter	PP5 primary	ZTA counter	EBNA-1 inhibitor
CSc1cccc(NC(=O)CCn2c(=O)c3cccn3c3cccnc32)c1	-10.8	5.9	-2.1	0.6	94.4	-0.6	0.9	10.7	-6.7
CCCc1cc(=O)oc2c3c(cc(OCC(=O)NCCN4CCOCC4)c12)OC(C)(C)CC3	-5.6	4.4	-4.3	-2.5	93.8	-6.3	1.7	-4.7	1.1
CC[n+]1c(/C=C/Nc2ccccc2)oc2ccc(OC)cc21	-3.7	-3.6	86.2*	2.2	104.1	-6.0	2.0	0.4	-2.1
Cn1cc(Br)c(C(=O)NN2C(=O)C3C(C2=O)C2C=CC3C23CC3)n1 (stereo not drawn)	1.9	2.2	-4.6	-0.6	96.9	0.5	-0.8	13.8	6.9
CCN(CC)c1ccc(NC(=O)COC(=O)/C=C/c2nc3ccccc3s2)cc1	-1.8	9.8	-0.8	12.7	102.9	15.3*	1.3	-13.5	-2.0
Cc1cccc(C(=O)NCC(=O)NC(C)CCc2ccccc2)c1 (stereo not drawn)	15.4	8.4	-1.3	-0.7	101.0	-1.2	2.9	20.7	10.8
Cc1ccccc1Cn1c(=N)n(CC(O)c2ccco2)c2ccccc21 (stereo not drawn)	-39.4	1.4	15.9	-5.1	93.1	-1.3	-2.1	-12.2	-0.7
Cc1ccnc(Sc2nc3c(c(=O)[nH]c(=O)n3C)n2CCCc2ccccc2)n1	1.3&0.4	-5.5	-4.8	0.2	104.6	1.3	3.2	10.5	5.1
COc1ccc2nc(N3CCN(C(=O)c4ccc5ncsc5c4)CC3)sc2c1	-13.4	-3.0	0.7	-2.5	102.8	1.5	-0.7	-19.1	-4.8
O=C1C2CC=C(Cl)CC2C(=O)N1CC1OCCc2ccccc21 (stereo not drawn)	16.2	3.9	-7.9	2.8	85.8	-6.6	-1.7	17.6	-0.2
Cc1cc2n(n1)C(c1ccco1)Nc1ccccc1-2 (stereo not drawn)	8.8	-4.8	2.5	0.0	104.5	-0.7	3.3	0.8	-1.2
COc1ccc2cc(CN(CCCN3CCOCC3)Cc3nnnn3C3CCCCC3)c(=O)[nH]c2c1	12.8&-11.3	1.4	-2.9	5.4	109.0	1.1	3.6	-9.2	2.4
COc1ccc(-n2c(C)c(C)c3c(NCCCN(C)C)ncnc32)cc1	-11.8	-12.2	-1.6	0.8	110.9	-0.9	-0.2	2.2	-16.7
CCOc1ccccc1NC(=O)CCn1cccc1	16.0	2.9	0.6	2.8	109.4	2.5	-1.1	16.4	-0.1
Cn1c(CC(=O)Nc2ccccc2F)nnc1SCC(=O)Nc1nccs1	-2.9	-9.3	-2.9	0.1	87.8	0.7	-0.5	0.3	8.3
CC(C)Nc1cc(C(C)(C)C)nc2c(-c3ccccc3)cnn12	0.4	-3.8	-2.5	-0.9	107.3	-2.7	-1.8	1.3	5.6
Cc1cc(C(=O)Nn2cnnc2)ccc1[N+](=O)[O-]	0.2	-0.8	1.8	0.1	91.0	-2.8	3.1	-1.1	-0.7
CC(c1ccc(Cl)cc1)n1c(-c2ccc3ccccc3n2)n[nH]c1=S (stereo not drawn)	-11.1	15.4	0.8	-3.5	91.0	-1.3	4.9	10.9	-9.8
CCn1ccnc1C(O)(c1ccccc1)c1ccccc1	-4.9	4.8	-0.6	1.0	98.5	-2.8	-0.6	10.3	9.0
Cc1ccc(C2C(C(=O)c3cccs3)=C(O)C(=O)N2c2nnc(C)s2)cc1 (stereo not drawn)	-11.4	10.2	-22.3	3.9	99.9	-3.6	-1.9	5.9	9.5
Cc1ccc(-n2ncc(C#N)c2/N=C/N2CCOCC2)cc1	133.8	0.3	0.5	1.2	84.4	3.8	-1.3	15.8	-7.6
COc1cccc(CNC(=O)C2CC(=O)N(C3CCCCCCC3)C2)c1 (stereo not drawn)	3.7	3.9	-1.7	1.3	96.3	-4.5	1.6	-14.5	-4.4
CCc1cc(Cl)c(OC)c(C(=O)NC[C@@H]2CCCN2CC)c1O	-6.3	-7.0	2.2	1.5	103.4	2.0	2.7	5.2	-9.5
O=C(CSc1nnc(C2COc3ccccc3O2)o1)N1CCOCC1 (stereo not drawn)	2.3	-9.3	-2.1	-2.8	91.8	0.2	-1.6	-8.1	-3.9
O=C(Cc1ccc(Cl)cc1)Nc1ccncc1	10.9	1.0	2.8	3.5	104.5	-5.7	-2.1	3.5	12.6

Compound profiles, as listed above:
`Cc1cc2n(n1)C(c1ccco1)Nc1ccccc1-2` (stereo not drawn) is listed with JMJD2C inh: 8.8; core dimer inh: -4.8; TPT1 inhibitor: 2.5; CTSL1 counter: 0.0; CR mimetic SO: 104.5; PP1 counter: -0.7; PP5 primary: 3.3; ZTA counter: 0.8; EBNA-1 inhibitor: -1.2
`Cc1ccnc(Sc2nc3c(c(=O)[nH]c(=O)n3C)n2CCCc2ccccc2)n1` is listed with JMJD2C inh: 1.3&0.4; core dimer inh: -5.5; TPT1 inhibitor: -4.8; CTSL1 counter: 0.2; CR mimetic SO: 104.6; PP1 counter: 1.3; PP5 primary: 3.2; ZTA counter: 10.5; EBNA-1 inhibitor: 5.1
`O=C(CSc1nnc(C2COc3ccccc3O2)o1)N1CCOCC1` (stereo not drawn) is listed with JMJD2C inh: 2.3; core dimer inh: -9.3; TPT1 inhibitor: -2.1; CTSL1 counter: -2.8; CR mimetic SO: 91.8; PP1 counter: 0.2; PP5 primary: -1.6; ZTA counter: -8.1; EBNA-1 inhibitor: -3.9

(more compounds)
SMILES	JMJD2C inh	core dimer inh	TPT1 inhibitor	CTSL1 counter	CR mimetic SO	PP1 counter	PP5 primary	ZTA counter	EBNA-1 inhibitor
CC(C)OP(=O)(OC(C)C)C(Nc1cccc(C(=O)O)c1)c1ccccc1 (stereo not drawn)	-0.7	3.4	-0.3	5.3	i	-1.9	-3.0	11.8	-3.2
CC(=O)NC(CC(=O)OCC(=O)N1CCN(S(=O)(=O)c2ccc(C)cc2C)CC1)c1ccccc1 (stereo not drawn)	-1.2	x	x	x	105.2	-3.2	0.7	-3.2	x
CSCCNC(=O)c1ccc2nc(Cc3ccccc3F)oc2c1	27.8	-8.4	-3.0	3.4	96.2	6.3	-1.1	-9.6	6.0
Cc1ccc2[nH]c(C(=O)NCCN3CCCC3)cc2c1	3.0	-5.1	-0.8	7.1	101.8	1.0	0.0	-1.3	-6.1
Cc1cc2[nH]c(=O)c(=O)[nH]c2cc1S(=O)(=O)Nc1cccc(Cl)c1	9.5	-1.9	-2.4	-1.9	97.5	-2.8	-1.8	-13.3	-4.7
CCOc1ccccc1N1CCN(C(=O)CNC(=O)c2sc3ccccc3c2Cl)CC1	-6.8	13.8	0.6	2.5	92.9	3.2	4.0	16.1	10.0
Cc1cc(Cl)c2cc3ccccc3cc2n1	2.9	-2.3	2.1	-4.2	113.1	-0.7	-0.1	-3.5	-8.6
O=S(=O)(c1ccc2ccccc2c1)N1CCCOC1	0.0	5.7	3.0	-3.6	98.2	-4.9	-0.7	10.9	-5.6
Cc1ccc(N2C(=O)CN=C2Nc2nc(C)cc(C)n2)cc1	-0.6	3.2	1.9	2.1	92.2	-4.5	-2.2	-0.1	2.4
CCn1cc([N+](=O)[O-])c(C(=O)NCc2ccc(Cl)cc2)n1	12.4	-16.7	-3.7	2.6	115.5	1.6	4.5	4.3	9.2
COc1ccc(OCC(=O)Nc2ccc(S(=O)(=O)Nc3nc(C)cc(C)n3)cc2)cc1	-22.4	6.2	-2.7	5.2	101.3	-0.9	3.2	0.3	-6.9
CCCn1nnnc1NCc1cccn1C	-3.7	1.2	-1.8	1.4	101.2	1.9	0.3	1.6	-6.0
CN(C)c1ccc(C(=O)OCC(=O)c2cccs2)cc1	5.1	-0.3	-1.9	-1.4	100.4	1.7	-0.2	-5.5	-1.3
CC(C)(Oc1ccc(Cl)cc1)C(=O)N/N=C/c1cn[nH]c1-c1ccccc1	2.0	0.1	-0.6	0.8	95.9	-0.4	2.0	-2.9	4.8
Cc1ccc(S(=O)(=O)NCCC(=O)NNC(=O)C2COc3ccccc3O2)cc1 (stereo not drawn)	-5.7	-4.5	3.4	-4.0	110.2	1.3	2.0	2.1	-2.4
O=C(OCc1c(Cl)cccc1Cl)c1cnccn1	32.5	-2.8	3.6	4.0	108.2	3.0	-0.8	3.1	2.9
COC(=O)C1CSC(C(=O)OC)N1C(=O)Nc1c(C)cccc1C (stereo not drawn)	1.4	2.4	2.0	-1.4	120.4	-1.2	1.3	11.9	12.4
CCCCc1cc(=O)oc2cc(OCC(=O)NCCN3CCOCC3)ccc12	u	-2.3	0.1	7.3	99.3	-2.9	-0.7	2.0	-1.0
Cc1ccc(C)c(S(=O)(=O)N2CCCC2CNC(=O)C(=O)NCc2ccccc2)c1 (stereo not drawn)	-7.4	-1.4	0.0	2.8	100.5	-1.4	-1.3	-1.2	5.8
CCOc1ccc2oc(=O)cc(CN3CCN(C(=O)c4ccco4)CC3)c2c1	-0.2	-14.9	1.3	-4.2	105.3	-5.0	2.9	1.3	-3.8
CC(C)NC(=O)c1sc2nc3c(c(-c4cccs4)c2c1N)CN(C)CC3	0.0	-12.4	-13.5	-0.4	110.3	0.1	-2.0	10.8	-6.3
Cc1c(-n2c(SCC(=O)N(C)C3CCS(=O)(=O)C3)nc3ccccc3c2=O)c(=O)n(-c2ccccc2)n1C (stereo not drawn)	-15.5	-2.0	1.4	-6.6	95.4	-7.1	0.1	-0.4	-5.9
Cc1cc(C)n2nc(C(=O)N3CCCC(CNS(=O)(=O)c4cccs4)C3)cc2n1 (stereo not drawn)	16.5	3.5	-1.4	-0.2	121.6	-2.6	-3.6	8.9	0.3
COc1cccc(NC(=O)CN2C(=O)NC(C)(CC(C)C)C2=O)c1 (stereo not drawn)	2.5	-2.6	-3.7	-24.4	112.7	2.3	0.8	-12.7	11.7
O=C(NCc1ccccc1Cl)c1ccc(S(=O)(=O)Nc2cccc(C(F)(F)F)c2)cc1	-14.1	-1.0	-2.7	3.5	99.8	-1.4	2.1	-6.4	-3.6
SMILES	JMJD2C inh	core dimer inh	TPT1 inhibitor	CTSL1 counter	CR mimetic SO	PP1 counter	PP5 primary	ZTA counter	EBNA-1 inhibitor
O=C1CCC(C(=O)N2CCCCO2)CN1Cc1cccc(F)c1 (stereo not drawn)	5.4	4.7	0.5	-1.3	81.5	-1.4	-3.6	8.1	9.3
O=C(CN1C(=O)S/C(=C\c2cccc(Cl)c2)C1=O)NCCCn1ccnc1	-1.3	-1.0	-1.1	5.0	108.0	0.2	-0.4	-15.7	3.3
CCCCCCCCCC(=O)N/N=C/c1ccc(C)s1	1.4	0.1	-3.0	1.9	96.6	0.6	4.3	12.2	10.6
COc1cccc(-c2nnc3sc(-c4ccc(C)cc4)nn23)c1	-8.5	-3.3	4.0	0.3	128.9	-12.1	2.8	4.2	-3.2
COc1cccc(CN(C)C(=O)COc2ccc(C(=O)c3ccc(Cl)cc3)cc2)c1OC	5.1	3.7	-1.5	-4.0	102.2	-0.5	1.5	-13.3	-7.7
CCCCn1c(SCC(=O)NC2CC2)nnc1-c1ccncc1	-13.4	4.5	-1.6	-1.6	99.2	2.3	2.2	-3.6	0.4
Cc1nnc(SCC(=O)NC2CCS(=O)(=O)C2)n1Cc1ccccc1 (stereo not drawn)	10.1	1.5	-9.1	-0.7	99.6	-3.8	4.4	9.1	1.6
CCOC(=O)NC(NC(=O)OCC)C(=O)c1ccccc1	16.5	0.6	2.7	-9.0	114.3	-5.4	2.7	-6.9	-7.4
CC(=O)c1cccc([N+](=O)[O-])c1	13.8	x	x	x	84.2	-0.9	0.9	12.0	x
